# Pf Dd2 inh – inhibitors of Plasmodium falciparum Dd2 growth; Potency, µM (highest dose often 28.9 µM), for inactives: at the top dose activity, negative = inhibition, most hits filed as inhibitors; hit rate 4.3% among 120,000; P. falciparum Dd2 growth, SYBR Green, 72 h; active = well fitted inhibition curve with a large enough effect; inconclusive = small, poorly fitted or top-dose-only effect; inactive = no such curve, though single readings can be large or run the other way;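 also: plate controls were DMSO vehicle for no effect and reference drug for full effect; nearly all actives have a fitted effect of over 65% in size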
#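 Infected erythrocytes (Dd2, 0.3% parasitemia, 2.5% hematocrit final) are added to compound in RPMI-1640/Albumax II medium, grown 72 h at 37C in low oxygen, then lysed with saponin/Triton-X containing SYBR Green and read by fluorescence.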
# * marks the source's active call; other numbers are inactive results; i = inactive; ? = inconclusive; [ ] = remark or other dose. Potency is read from the fitted curve at half-maximal effect.
SMILES,Pf Dd2 inh
CCNC(=O)C1CCc2ncc(-c3ccsc3)n2C1 (stereo not given),4.7%
CC1=C[C@@H](CNC(=O)CCC(=O)O)[C@H](C(C)C)C[C@H]1Cc1nc2c(C)cccc2[nH]1,-19.9%[44.1 µM]
CC(C)(C)c1ccc(-c2cc(C[C@H]3CNCC[C@H]3CC(=O)Nc3nccs3)no2)cc1,?
CCCCC(=O)Nc1ccc2nc(SCC(=O)N3CCOCC3)sc2c1,?
CCOc1ccc(-c2csc(-c3c(N)c(C(=O)c4ccc5c(c4)OCO5)n4ccccc34)n2)cc1,-26.4%
C=CCNC(=O)C[C@@H]1CCN(C(=O)CCCCC)C[C@@H]1CC,-28.8%[44.1 µM]
COc1cc(NC(=O)Cn2c(C)cc3nc4n(c(=O)c32)CCC4)cc(OC)c1OC,297.5%[activator]
COCCCNC(=O)[C@@H]1Cc2cn(Cc3nccn3C)c3cccc(c23)[C@H](CC(C)C)N1,-4.2%[44.1 µM]
CCOC(=O)C1=C(C)N=C2SC=C(CC(=O)N3CCC(C)CC3)N2C1c1ccccc1F (stereo not given),?
COc1cccc(NC(=O)c2cnc3c(c2)N(C(=O)Cc2ccc(C(C)C)cc2)CCC3)c1,?
Cc1ccsc1CN1CCn2c(nnc2[C@@H]2C[C@@H](O)CN2C)C1,-4.9%
COc1ccc(CCCc2nnc(SCC(=O)Nc3cc(C)ccc3C)o2)cc1,64.3%[activator]
O=C(NC1CC1)C1COC2(CCN(C(=O)c3cccc([N+](=O)[O-])c3)CC2)N1C(=O)c1ccccc1 (stereo not given),-1.5%
COc1ccc(CCNC(=O)C(C)n2c(=O)cc(C(F)(F)F)c3c(C)nn(C)c32)cc1OC (stereo not given),12.2%
CN1[C@@H](CCC(=O)NCc2ccccc2)CNC(=O)[C@@H]2[C@H]1CCN2Cc1ccc(S(C)(=O)=O)cc1,-5.4%
O=C(C1CCC1)N1CCCC(Cc2nc(C3CCOCC3)no2)C1 (stereo not given),31.7%
Cc1ccc(C)c(OCC(=O)c2ccc3c(c2)N(CCCC(=O)N2CCCC2)C(=O)CO3)c1C,?
COc1ccc(C(=O)NCc2ccc3c(c2)CCN3C(=O)c2ccc(F)cc2)cc1,-22.7%
CSc1ccc(O[C@@H]2C=C(C(=O)N[C@@H](Cc3ccc(O)cc3)C(N)=O)C[C@@H](O)[C@H]2O)cc1C,-7.1%
COc1ccc(-c2nc3c(C)cccc3cc2CN2CCC(O)CC2)cc1OC,-6.9%

# Continued, starting with the last 3 of the part before.
SMILES,Pf Dd2 inh
COc1ccc(C(=O)NCc2ccc3c(c2)CCN3C(=O)c2ccc(F)cc2)cc1,-22.7%
CSc1ccc(O[C@@H]2C=C(C(=O)N[C@@H](Cc3ccc(O)cc3)C(N)=O)C[C@@H](O)[C@H]2O)cc1C,-7.1%
COc1ccc(-c2nc3c(C)cccc3cc2CN2CCC(O)CC2)cc1OC,-6.9%
CC(C)c1noc(-c2cn(C3CCN(C(=O)COc4ccc(F)cc4)CC3)nn2)n1,10µM*
Cc1oc(-c2ccc(C(=O)NCCC(C)C)cc2)nc1CN1CCc2ccccc21,?
Cc1c(Cl)cccc1NC(=O)C[C@H]1NC(=O)c2ccccc2NC1=O,-5.5%
Cc1cccc(OCC(=O)N2CCC(OC3CCN(C)CC3)CC2)c1,i
O=C(NC[C@H]1COCc2nc3cc(F)ccc3n21)c1ccc(Cl)cc1,-7.7%[44.1 µM]
CN(C)S(=O)(=O)N1CCOc2ccc(CCC(=O)NCC3CC3)cc2C1,-1.0%
COc1ccc(-c2noc([C@@H]3CCCN3C(=O)COc3cccc(C)c3)n2)cc1,?
COc1cccc(NC(=O)C2CCN(C(=O)N3CC4CC(C3)[C@H]3CCCC(=O)N3C4)CC2)c1 (stereo not given in full),-12.0%
COc1ccc(Cn2c(=O)[nH]c3cc(C(=O)N4CCN(c5cc(C)ccc5C)CC4)ccc3c2=O)cc1,i
C[C@@H](c1ccccc1)N1C(=O)[C@@H]2CN(C(=O)c3ccccc3)CCN2C1=O,2.4%[44.1 µM]
CCN1C(=O)C2CC3(CCN(Cc4cccc(OC(F)(F)F)c4)CC3)CN2C1=O (stereo not given),?
COCC1(CNCc2cn(C)c3ccccc23)C[C@@H](O)[C@@H](O)C1 (stereo not given in full),i
CCC(=O)N1CCc2cc(Br)cc(S(=O)(=O)N3CCCC(C(=O)Nc4cccc(Cl)c4C)C3)c21 (stereo not given),?
COc1cccc(-c2[nH]c3c(c2-c2c(-n4cccc4)n(C)c(=O)[nH]c2=O)c(=O)[nH]c(=O)n3C)c1,39.9%[activator]
COc1ccc(Cl)cc1NC(=O)Cn1c(N2CCN(c3ccccc3)CC2)nc(C)cc1=O,7.94µM*
CCN1CCN(C(=O)Cn2nc(C)c3sc(-c4ccccc4)nc3c2=O)CC1,-3.7%
Cc1cc(C)c(NC(=O)Cn2cccc2-c2nc(-c3ccc4c(c3)OCO4)no2)c(C)c1,10.5%
Cc1ccc(C(C)C)c(OCc2ccc(C(=O)Nc3ccc(S(N)(=O)=O)cc3C)o2)c1,-20.7%
CCCNC(=O)CCNS(=O)(=O)c1ccc2c(c1)c(=O)n(C)c(=O)n2C,9.2%
Cc1ccc(OCC(=O)N2CCC3(CC2)CC(OCC2CC2)CCO3)cc1 (stereo not given),?

# Part of the list above, tab-delimited:
mol	Pf Dd2 inh
COc1ccc(C(=O)NCc2ccc3c(c2)CCN3C(=O)c2ccc(F)cc2)cc1	-22.7%
CSc1ccc(O[C@@H]2C=C(C(=O)N[C@@H](Cc3ccc(O)cc3)C(N)=O)C[C@@H](O)[C@H]2O)cc1C	-7.1%

# The list continues.
SMILES,Pf Dd2 inh
CCCNC(=O)C1CCC(Cn2c(=O)c3sccc3n(CC(=O)N3CCCC(C)C3)c2=O)CC1 (stereo not given),?
COCCNC(=O)C[C@@H]1C[C@H]2O[C@H](CNC(=O)NCc3ccccc3)[C@@H](O)[C@H]2O1,16.7%[44.1 µM]
Cc1ccc(NC(=O)c2cc(S(=O)(=O)N3CCCCC3)c[nH]2)cc1F,27.8%
COc1ccccc1CCNC(=O)Cc1c(C)c2cc3c(C(C)(C)C)coc3c(C)c2oc1=O,-12.2%
Cc1nn2c(c1-c1cccnc1N1CCOCC1)N(CCC(C)C)CCC2,-7.5%[44.1 µM]
O=C(Nc1nncs1)C1CC(=O)N(c2n[nH]c3cccc(F)c23)C1 (stereo not given),-19.7%
COc1cccc(CNC(=O)C(=O)NCC(c2ccco2)S(=O)(=O)c2cccs2)c1 (stereo not given),11.0%
CCc1ccc2oc(C(=O)Nc3sc4c(c3C(=O)NC)CCCC4)cc(=O)c2c1,16.3%
C#CCNC(=O)C[C@@H]1CCN(C(=O)CCCCC)C[C@@H]1CC,i
O=[N+]([O-])c1cccc(-c2noc([C@@H]3C[C@@H](O)CN3Cc3cc4ccccc4o3)n2)c1,-16.3%[44.1 µM]
CC(=O)c1ccc(NC(=O)N[C@H]2C[C@@](O)(C(=O)N[C@H](Cc3ccccc3)C(N)=O)C[C@@H](O)[C@@H]2O)cc1,21.4%
O=S(=O)(Cc1cccc(F)c1)N1CCC(C2CCNC2)CC1 (stereo not given),13.4%
CN1C(=O)N(C)C2(CCN(Cc3cn4cc(Cl)ccc4n3)C2)C1=O (stereo not given),i
CCN(CCN1CCCC1)C(=O)C1CCC(=O)N(Cc2ccccc2F)C1 (stereo not given),-16.4%
Cc1nc(C2CCCC2)cc([C@H]2CN3CC[C@H]2C[C@@H]3CNC(=O)CCCC(=O)O)n1,i
COc1cccc([C@H]2CN(C(=O)c3c(C)nn4c(C)cc(C)nc34)C[C@@H]2N)c1,-13.4%
CCc1cccc(C)c1NC(=O)c1nc2ccccc2nc1N1CCCCC1,i
Cc1ccc(-c2nc(CN3C(=O)CN=C(c4ccccc4)c4ccccc43)c(C)o2)cc1,-24.8%
CCN(CCCNC(=O)c1cc2cc3ccc(OC)cc3nc2s1)c1cccc(C)c1,-11.8%
CN(C)C[C@@H]1CN(c2ccccn2)C[C@H]1NC(=O)NC1CCCCC1,-23.1%

# Entries from the list above containing a tert-butyl group (2):
SMILES,Pf Dd2 inh
CC(C)(C)c1ccc(-c2cc(C[C@H]3CNCC[C@H]3CC(=O)Nc3nccs3)no2)cc1,?
COc1ccccc1CCNC(=O)Cc1c(C)c2cc3c(C(C)(C)C)coc3c(C)c2oc1=O,-12.2%

# Additional records follow:
SMILES,Pf Dd2 inh
O=C(N[C@H](c1ccccn1)C1CC(O)C1)c1cnc2ccccn2c1=O (stereo not given in full),-9.7%
CCCn1c2ccccc2c2cnn(CC(=O)NCC3CCN(Cc4ccc(C)cc4)CC3)c(=O)c21,-18.4%
COc1cccc(C(=O)N2CCC3(CC2)CC(N(C)Cc2ccccc2)CCO3)c1 (stereo not given),?
CC(C)CN1C[C@@H]2OCC(=O)N(Cc3cccnc3)[C@@H]2C1,i
Clc1ccc(-c2nnn3c2nc(NCc2ccc4c(c2)OCO4)c2ccccc23)cc1,25.6%
O=C(Cn1cccc1-c1nc(-c2ccccc2)no1)NCCCc1ccccc1,-28.5%
COCCn1c(C)cc(C(=O)N2[C@H]3CC[C@@H]2c2cnc(-c4ccc(F)cc4)nc2C3)c1C,11.2µM*
O=C(CN1C(=O)c2cccc3cccc1c23)Nc1cccc(F)c1,5.4%
O=C(NCc1ccccc1)C1CCN(S(=O)(=O)c2ccc3c(c2)CCCN3C(=O)C2CCC2)CC1,?
N#Cc1ccc(C(=O)N2C[C@@H](Oc3ccccc3)C[C@H]2C(=O)N2CCCC2)cc1,15.8%
COC(=O)c1ccc(CN2C(=O)[C@@H]3C[C@@H](O)CN3C3(CN(Cc4cccc(OC)c4)C3)C2=O)cc1,?
O=C(Nc1ccc(Cl)c(Cl)c1)N1CCC(c2ccccc2)C1 (stereo not given),-26.5%
CCC(CC)c1cc([C@H]2CN3CC[C@H]2C[C@@H]3CNC(=O)C2CC2)nc(-c2ccncc2)n1,?
CCSc1oc(-c2ccc(F)cc2)nc1S(=O)(=O)c1ccc(C)cc1,?
CCc1cccc(NC(=O)CCC(=O)N2CCSc3ccccc32)c1,-5.7%
Cc1nc(-c2c3n(c(=O)n(CC(=O)Nc4ccc(C)c(F)c4)c2=O)CCCC3)no1,?
COc1ccc(-c2nnc(C[C@@H]3C[C@@H](C(C)C)[C@H](CN4CCC(C(N)=O)CC4)C=C3C)o2)cc1,?
Fc1ccc(-c2cnc3n[nH]c(-c4ccc5c(c4)OCO5)c3n2)cc1,?
Cc1cc(C)c(NC(=O)c2cc3sc(Cl)cc3n2C)c(C)c1,5.9%
CC(C)NC(=O)N1CCC(O)(c2csc(CN3CC[C@@H](O)C3)n2)CC1,-17.4%[44.1 µM]

# Looked up above:
# Under Pf Dd2 inh, CN(C)C[C@@H]1CN(c2ccccn2)C[C@H]1NC(=O)NC1CCCCC1 shows -23.1%
# Under Pf Dd2 inh, COc1cccc([C@H]2CN(C(=O)c3c(C)nn4c(C)cc(C)nc34)C[C@@H]2N)c1 shows -13.4%
# Under Pf Dd2 inh, Cc1ccc(-c2nc(CN3C(=O)CN=C(c4ccccc4)c4ccccc43)c(C)o2)cc1 shows -24.8%
# Under Pf Dd2 inh, CC(C)c1noc(-c2cn(C3CCN(C(=O)COc4ccc(F)cc4)CC3)nn2)n1 shows 10µM*

# Next part
SMILES,Pf Dd2 inh
CCN1CC(C(=O)N2CCN(Cc3cc(OC)ccc3OC)CC2)CC1=O (stereo not given),-9.0%
CCc1c(C)nn(CC(=O)N2CC[C@@](O)(CCOC)[C@H](C)C2)c1C,-2.9%
Cc1cc(C)cc(Nc2nc(C)cc(=O)n2CC(=O)Nc2cccc(C(F)(F)F)c2)c1,?
COc1cccc(Nc2cc3[nH]ccc3c(C(=O)NCc3c(C)cc(C)[nH]c3=O)n2)c1,11.2µM*
Cc1ccc(C(=O)N2CCCCCCNC(=O)[C@@H]3C[C@@H](c4nc(-c5cnccn5)no4)C[C@@H]32)s1,-10.6%
Cc1ccc(C(=O)N2CCOC(CN(C(=O)c3ccc(F)cc3)C3CCCC3)C2)cc1 (stereo not given),i
CC(C)(C)OC(=O)N1CCC(Cn2c(=O)[nH]c3cccnc32)CC1,-18.0%[44.1 µM]
CC(=O)c1ccc(NC(=O)CSc2nc(-c3cccc(F)c3)nc3c2c(=O)n(C)c(=O)n3C)cc1,?
CC(C)(C)c1ccc(C(=O)N2CCN(c3cc(C(F)(F)F)ncn3)CC2)cc1,i
Cc1ccc(N2C[C@]34C=C[C@H](O3)C(C(=O)N(C)CCc3cn[nH]c3)C4C2=O)cc1C (stereo not given in full),3.1%
COCCN1C(=O)c2cccn2CC1CNC(=O)CCc1nc2ccccc2[nH]1 (stereo not given),-7.0%
COc1ccccc1C(C)N(C)C(=O)c1cccc(CCC(C)(C)O)c1 (stereo not given),-22.7%
CNC(=O)[C@@H](c1ccc(OC)cc1)N1CCC[C@H]1C(=O)N1CCCC1,-13.3%[44.1 µM]
COc1ccc(F)cc1S(=O)(=O)N1CCC(Oc2ccc(C(N)=O)cn2)CC1,-27.5%
CCC(CC)CN1CC2(CCN(C(=O)c3cnc(NC)nc3)CC2)OC1=O,8.9%
O=C(c1cccs1)N1CCC(c2noc(-c3cnccn3)n2)C1 (stereo not given),-14.9%[5.79 µM]
O=C(NCc1ccccc1Cl)c1cc2c(s1)-c1ccccc1SC2,-1.0%
CCc1nn(CC(=O)N2CCN(c3ccc(OC)cc3)CC2)c(=O)c2cc3sccc3n12,i
CN(Cc1ccccc1)C[C@H]1CN2CC[C@H]1C[C@@H]2CNC(=O)Nc1ccsc1,10µM*
COc1ccccc1-n1cc(C(=O)NC(C(=O)O)c2c(C)n[nH]c2C)cn1 (stereo not given),-16.5%
CC(C)C(=O)N1CCC(Oc2ccccc2-c2nc(-c3cnccn3)no2)C1 (stereo not given),?
COc1ccc2[nH]c(C(=O)NCC(=O)N3CCCCCNC(=O)CC3c3ccccc3)cc2c1 (stereo not given),?
Cc1ccc(C)c(S(=O)(=O)NCC(c2ccc(N(C)C)cc2)N2CCOCC2)c1 (stereo not given),?
CSCC(=O)N1CC[C@H](NC(=O)NC(C)C)[C@H]1C(=O)N[C@H](Cc1ccccc1)C(N)=O,-8.5%

# This is a subset, so the mix of outcomes need not match the whole.
